All columns: NCI-60 one-dose screen, growth in % after 48 h at 10 µM unless noted; 100 = growth as untreated, 0 = no growth, -100 = all killed.
SK-MEL-28 – SK-MEL-28 melanoma; actives 4.1% (n = 81,000)
SK-MEL-5 – SK-MEL-5 melanoma; AID 1794755; actives 6.4% (n = 80,000)
A549/ATCC – A549/ATCC NSCLC | actives 3.7% (n = 81,000) | AID 1794740
M14 – M14 melanoma; AID 1794745; actives 6.2% (n = 80,000)
EKVX – EKVX NSCLC | actives 3% (n = 71,000)
SK-MEL-2 – SK-MEL-2 melanoma | actives 4.7% (n = 77,000)
HOP-62 – HOP-62 NSCLC. actives 3.9% (n = 80,000)
HOP-92 – HOP-92 NSCLC cells; AID 1794738; actives 6.3% (n = 71,000)
Starred values were filed as active, the others as inactive; x = not tested or not shown; & = joins results of further samples. How the source made its calls: active means growth percent below 10; inactive means the rest.

SMILES	SK-MEL-28	SK-MEL-5	A549/ATCC	M14	EKVX	SK-MEL-2	HOP-62	HOP-92
CC1=NN(C(=O)Cn2c(C)nc3ccccc3c2=O)C(=O)C1	114	x	98	94	x	101	104	87
CNc1ncn(-c2c(C)cccc2C)c(=O)n1	101	100	94	103	x	91	101	85
O=C(CS(=O)c1oc(-c2cccs2)nc1S(=O)(=O)c1ccc(Br)cc1)c1ccccc1 (stereo unspecified)	105	98	97	99	111	89	85	76
CSC1NC(C)=C(C(C)=O)C(c2ccccc2)N1 (stereo unspecified)	100	103	90	102	73	107	81	64
CN1CCN(CC(=O)Nc2ccc3ncnc(Nc4ccc(Oc5cccc(C(F)(F)F)c5)c(Cl)c4)c3c2)CC1	-89*	-58*	10	-87*	31	-15*	54	40
CCCCOC(=O)Cn1c(=O)c2nc3cc(-c4cccc([N+](=O)[O-])c4)oc3nc2n(C)c1=O	95	94	98	104	90	97	85	84
CC(=O)Oc1ccccc1C(=O)Nc1ncc([N+](=O)[O-])s1	49	23	51	15	35	-30*	67	x
S=C1SCN(Cc2ccccc2)CN1Cc1ccco1	105	87	101	87	x	81	85	x
NC(=O)c1cnn2ccn(C3OC(CO)C(O)C3O)c12 (stereo unspecified)	97	100	106	110	x	x	99	x
C/C(=N/N=C(N)N)c1ccc(F)cc1	122	103	124	101	110	142	97	x
CC1(C)CN(CCNc2nccc(-c3c(-c4cccc(O)c4)nc4sccn34)n2)S(=O)(=O)N1	20	58	117	-1.7*	108	24	89	x
O=[N+]([O-])/C(=C/c1ccccc1)c1ccccc1	100	103	101	101	x	107	x	100
O=C(/C=C/c1ccc(O)cc1)c1cc2ccccc2oc1=O	110	x	94	99	88	108	78	92
CC(C)=CCN	116	99	103	103	x	97	87	x
COc1ccc(CNc2nc(N)c(N=O)c(=O)n2C)cc1OC	110	101	96	105	86	107	109	102
O=[N+]([O-])c1ccc(Cl)nc1	109	102	101	104	101	111	101	91
CC(=O)c1ccc(Nc2nc(SCCC(C)C)nc(-c3ccc(F)cc3)c2C#N)cc1	83	94	19	85	53	117	41	3.5*
O=C1NC(=S)S/C1=C\N1N=C(c2ccc(Cl)cc2)CC1c1ccc(F)cc1 (stereo unspecified)	103	78	84	88	76	95	103	104
OCc1ncc(-c2ccccc2)s1	132	105	110	94	88	113	97	91
Nc1cc(S(N)(=O)=O)ccc1O	108	103	52	114	113	x	94	76
O=C(COc1ccc(NC(=O)Nc2ccc(Cl)cc2)cc1)N/N=C/c1ccccc1	-85*	-94*	-78*	-66*	-58*	-84*	-85*	-78*
O=C1Nc2ccccc2/C1=N\n1c(N/N=C/c2cccc([N+](=O)[O-])c2)n[nH]c1=S	104	97	102	106	91	101	99	91
COc1ccc(C(=O)C2CC2)cc1	102	102	102	100	122	102	101	82
S=c1nc(-c2ccccc2)cc(-c2cc3ccccc3nc2Cl)[nH]1	65	32	86	37	70	37	73	76
CC(=O)N1CCN(CCNC(=O)n2cc(-c3ccncc3)c(-c3cc(O)cc(Cl)c3)n2)CC1	31	64	102	5.2*	112	x	94	x
CC(=O)Nc1nc(C)c(-c2n[nH]c(=S)n2-c2ccccc2)s1	108	93	103	107	84	107	x	94
CNC(=O)OC(C)(C)C#N	97	96	97	95	x	95	101	93
COc1ccc2[nH]c(=O)c(CSc3ccc(Nc4nccc(-c5ccc(Cl)cc5)n4)cc3)cc2c1	109	98	98	109	87	94	104	93
ClC(Cl)(Cl)c1cccc(C(Cl)(Cl)Cl)c1	107	100	79	98	97	103	89	97
CCCCN(CC)CC(CC)Nc1cc(OC)cc2cccnc12 (stereo unspecified)	121	100	96	109	128	115	110	89

At a glance, 15 of the compounds above.
SMILES	SK-MEL-28	SK-MEL-5	A549/ATCC	M14	EKVX	SK-MEL-2	HOP-62	HOP-92
O=[N+]([O-])c1ccc(Cl)nc1	109	102	101	104	101	111	101	91
CC(=O)c1ccc(Nc2nc(SCCC(C)C)nc(-c3ccc(F)cc3)c2C#N)cc1	83	94	19	85	53	117	41	3.5*
O=C1NC(=S)S/C1=C\N1N=C(c2ccc(Cl)cc2)CC1c1ccc(F)cc1 (stereo unspecified)	103	78	84	88	76	95	103	104
OCc1ncc(-c2ccccc2)s1	132	105	110	94	88	113	97	91
Nc1cc(S(N)(=O)=O)ccc1O	108	103	52	114	113	x	94	76
O=C(COc1ccc(NC(=O)Nc2ccc(Cl)cc2)cc1)N/N=C/c1ccccc1	-85*	-94*	-78*	-66*	-58*	-84*	-85*	-78*
O=C1Nc2ccccc2/C1=N\n1c(N/N=C/c2cccc([N+](=O)[O-])c2)n[nH]c1=S	104	97	102	106	91	101	99	91
COc1ccc(C(=O)C2CC2)cc1	102	102	102	100	122	102	101	82
S=c1nc(-c2ccccc2)cc(-c2cc3ccccc3nc2Cl)[nH]1	65	32	86	37	70	37	73	76
CC(=O)N1CCN(CCNC(=O)n2cc(-c3ccncc3)c(-c3cc(O)cc(Cl)c3)n2)CC1	31	64	102	5.2*	112	x	94	x
CC(=O)Nc1nc(C)c(-c2n[nH]c(=S)n2-c2ccccc2)s1	108	93	103	107	84	107	x	94
CNC(=O)OC(C)(C)C#N	97	96	97	95	x	95	101	93
COc1ccc2[nH]c(=O)c(CSc3ccc(Nc4nccc(-c5ccc(Cl)cc5)n4)cc3)cc2c1	109	98	98	109	87	94	104	93
ClC(Cl)(Cl)c1cccc(C(Cl)(Cl)Cl)c1	107	100	79	98	97	103	89	97
CCCCN(CC)CC(CC)Nc1cc(OC)cc2cccnc12 (stereo unspecified)	121	100	96	109	128	115	110	89

Going on with the list:
SMILES	SK-MEL-28	SK-MEL-5	A549/ATCC	M14	EKVX	SK-MEL-2	HOP-62	HOP-92
O=C(COc1ccc(/C=C2\Oc3ccccc3C2=O)cc1)Nc1nc2ccccc2s1	137	96	68	95	43	106	74	-90*
CN1C(=O)C(N=Nc2ccc([N+](=O)[O-])cc2)SC1=S (stereo unspecified)	96&87	74&71	76&71	59&60	82&117	60&52	54&41	63&61
CCN(CC)c1ccc(CCc2ccc(N(CC)CC)cc2N)c(N)c1	101	99	93	96	103	95	92	x
C=C(C)[C@@H]1CC[C@]2(C(=O)O)CC[C@]3(C)[C@H](CC[C@@H]4[C@@]5(C)C[C@@H](Cc6cn(CCOC7OC(CO)C(O)C(O)C7O)nn6)[C@H](O)C(C)(C)[C@@H]5CC[C@]43C)[C@@H]12 (stereo partly specified)	110	107	97	100	104	98	100	94
CC(C)CCC[C@@H](C)C1CCC2C3CCC4=C/C(=N/OCCN5CCCC5)CC[C@]4(C)C3CC[C@@]21C (stereo partly specified)	108	99	76	101	98	90	86	61
COc1ccc2c(c1)CC[C@@H]1[C@@H]2CC[C@]2(C)C3C(=CC(COC(C)=O)C4C(=O)c5cccc(O)c5C(=O)C43)C[C@@H]12 (stereo partly specified)	100	69	83	97	95	89	104	66
CC(=O)Oc1csc(N(C(C)=O)c2cccc(Br)c2)n1	100	93	97	89	58	95	90	53
c1ccc(-c2onc3ccc(-n4nncc4C4CCCO4)cc23)cc1 (stereo unspecified)	116	98	80	x	106	104	99	95
COC(=O)Nc1ccc(-c2nc(-c3cccc(O)c3)c(-c3ccnc(Br)c3)[nH]2)cc1	59	61	62	49	68	78	65	52
Cc1cc2c(cc1C)[n+](Cc1ccc3ccccc3n1)cn2Cc1ccc2ccccc2n1	10	-93*	30	-13*	40	-32*	4.4*	-27*
COc1cccc(C2C3=C(COC3=O)N(CCO)c3cc(OC)c(OC)cc32)c1 (stereo unspecified)	115	106	101	100	105	x	101	x
O=C(c1nnc(Nc2cccc(Br)c2)o1)c1c[nH]c2ccccc12	106	79	93	99	98	103	80	101
CCOc1ccc2nc(NCc3ccc(C(C)C)cc3)sc2c1	95	96	102	97	89	102	x	90
CC(C)Cc1c[nH]c(=O)[nH]c1=O	98	110	95	103	95	111	98	79
Cn1c(-c2c(N)n(Cc3cccnc3)c3nc(C#N)c(C#N)nc23)nc2ccccc21	113	89	95	91	87	107	95	2.8*
CCN1CCN(c2oc(-c3ccc(Cl)cc3)nc2C#N)CC1	98	99	98	107	100	136	96	90
N#Cc1cn(-c2ncc(C(N)=O)c(N)n2)nc1N=N	105	97	101	109	108	101	92	98
O=C(CNc1nc(-c2cccc([N+](=O)[O-])c2)cs1)Nc1ccccc1[N+](=O)[O-]	107	102	103	x	99	111	100	110
CN1C(=O)[C@H]2c3c(cccc31)[C@H]1[C@@H](O)[C@H](CCC1(C)C)C2(C)C	105	103	112	90	100	100	90	x
CCOC(=O)C1=C(C(F)(F)F)NC(=S)NC1CN1C(=O)c2ccccc2C1=O (stereo unspecified)	108	103	118	x	113	100	x	82
Cc1ccc(S(=O)(=O)N/N=C/C=N/NS(=O)(=O)c2ccc(C)cc2)cc1	105	98	105	99	103	111	103	102
COc1ccccc1-c1nc(-c2ccccc2O)cn2ccnc12	x	90	93	96	99	109	98	88
Cc1ccc(/C(=N/c2sc(-c3ccccc3)nc2-c2ccccc2)N2CCC(C)CC2)cc1	103	100	108	108	104	104	109	122
Cc1ccc(-c2nn(-c3ccccc3)cc2/C=C/C(=O)OCc2cn(-c3ccc(C)cc3)nn2)cc1	105	92	97	102	96	98	87	107
c1ccc(C2CN3CCSC3=N2)cc1 (stereo unspecified)	111&120&121&100	99&104&108	99&111&100&100	99&107&111&108	101&115&105&106	91&102&110&113	109&111&113&108	67&96&115
C=C(C)[C@@H]1CC=C2c3sc(-c4ccccc4O)nc3C[C@@H](C)[C@]2(C)C1	110	101	105	102	111	105	102	102
COc1ccc(C2=NN(C=O)C(c3ccc(Cl)cc3)C2)cc1S(N)(=O)=O (stereo unspecified)	104	99	99	100	95	105	95	97
COc1cc(C2CC(=O)Nc3c(-c4ccc(Cl)cc4)nsc32)c(OC)c2c1OCO2 (stereo unspecified)	106	80	84	96	x	104	88	86
O=C1C2=C(CCN(Cc3ccccc3)C2)N2CCN=C2N1Cc1ccc(F)cc1F	58	27	27	36	30	x	34	42
CC1(C)CC2=C3C=C[C@@H]4[C@@]5(C)CC[C@@H](O)C(C)(C)[C@@H]5CC[C@@]4(C)[C@]3(C)CC[C@@]2(C(=O)O)C[C@H]1O	43	59	69	51	96	77	79	39
CSc1nnc2n(C)c(=O)c(C#N)c(-c3ccco3)n12	108	100	91	102	104	22	x	72
C/C(=N\NS(=O)(=O)c1ccc(C)cc1)c1ccccc1	111&116	103&103	99&100	109&108	x	105&101	109&102	93&102
CCOC(=O)c1c2c(c(C)n1C)-c1nn(-c3ccc(OC)cc3)cc1CC2	121	58	86	x	74	101	84	12
COc1ccc(/C=N/NC(=O)C[N+](C)(C)C)cc1S(=O)(=O)O	116	103	102	125	88	128	98	x
S=c1[nH]cnc(S)c1Cl	106	101	79	107	102	98	86	91
COc1ccc(C(=O)NNC(=O)c2cc(OC)c(OC)c(OC)c2)cc1OP(=O)(O)O	106	70	76	102	106	81	94	63
CC(C(=O)OC1CC(C)(C)N([O])C(C)(C)C1)c1cccc(C(=O)c2ccccc2)c1 (stereo unspecified)	98	100	90	99	90	112	90	84
CNC(=O)c1cc(Oc2cccc3nc(Nc4ccc(Oc5ccccc5)cc4)ccc23)ccn1	77	36	58	69	62	x	92	71
CC(=O)N1N=C(c2ccc(C)cc2)CC1c1ccc(Oc2ccc(Cl)cc2)cc1 (stereo unspecified)	108	97	81	100	83	104	91	64
O=C(CN1C(=O)/C(=C/c2cccs2)SC1=S)NCCc1c[nH]c2ccccc12	103	95	104	99	92	111	99	105
NS(=O)(=O)c1ccc(NC(=O)CCS(=O)(=O)c2ccccc2)cc1	115	102	104	103	104	102	108	103
COc1cc2cc(/C=C/C(=O)c3ccc(Nc4nccc(-c5ccc6ccccc6c5)n4)cc3)c(=O)[nH]c2cc1OC	105	99	96	111	101	110	98	95
COc1ccccc1/C=N\N=C\c1ccccc1O	108	95	108	92	89	95	x	88
O=C(N/N=C/c1ccccc1Cl)c1ccccc1Nc1ccnc(C(F)(F)F)c1	26	-51*	7.3*	23	12	-24*	1.9*	-17*
CC1C2CCC(C2)C1CNCC1C2CCC(C2)C1C (stereo unspecified)	91	101	96	96	93	105	96	x
CNc1nnc2n(Cc3ccccc3)c(=O)c3c4c(sc3n12)CCCC4	55	37	38	59	52	68	72	66
Cc1cccc(Cl)c1NC(=O)N(C)c1ccccc1	104	100	104	116	x	109	100	92
Cc1ccsc1[C@@H]1C[C@@H]2Cc3cc(F)ccc3N1O2	110	112	92	107	88	102	x	69
CCOC(=O)/C(C)=N\Nc1cccc([N+](=O)[O-])c1	113	99	103	107	93	104	101	x
O=[N+]([O-])c1ccccc1-c1ccc(-c2nn3c(-c4ccccc4)nnc3s2)o1	86	56	91	100	102	87	111	58
Continuation.
SMILES	SK-MEL-28	SK-MEL-5	A549/ATCC	M14	EKVX	SK-MEL-2	HOP-62	HOP-92
CCS(=O)(=O)Nc1cccc(Nc2c3cccc(C)c3nc3c(C)cccc23)c1OC	57	17	x	17	x	51	8.8*	-12*
COc1ccc(-c2ccc(-c3ccc(C(=N)N)o3)o2)cc1	71	26	1.8*	35	58	54	46	27
O=C(Nc1nc2c(s1)CCc1c-2c(Br)n(Cc2ccccc2)c1Br)c1ccccc1	66	41	67	x	x	89	33	31
C[C@H]1c2ccccc2CN1CCCOc1cc2c(cc1OCC1CC1)C1(CCCC1)C(N)=N2	-61*	-85*	74	-70*	73	54	82	23
Cc1ccc(C(C)C)cc1NC(=O)c1ccccc1N(C)C	93	87	82	94	81	87	97	74
CN(c1ccccc1)S(=O)(=O)c1ccc(Cl)cc1	116	100	103	95	x	92	88	110

Screens: PubChem, NCI
